NSD2 inh = inhibitors of human NSD2, primary screen, biochemical, plate reader, single point | NSD2-SET H3K36me1 DELFIA fluorescence | actives 0.07% (n = 44,000) | AID 624260, 2012 | inhibition, % at 12.5 µM; in the data active means inhibition above about 54%, passing the limit was not always enough; inconclusive means no clear call, values can overlap the other calls;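 further: inhibitors reduce the monomethyl H3K36 fluorescence signal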
Target sequence (O96028 whole entry, looked up): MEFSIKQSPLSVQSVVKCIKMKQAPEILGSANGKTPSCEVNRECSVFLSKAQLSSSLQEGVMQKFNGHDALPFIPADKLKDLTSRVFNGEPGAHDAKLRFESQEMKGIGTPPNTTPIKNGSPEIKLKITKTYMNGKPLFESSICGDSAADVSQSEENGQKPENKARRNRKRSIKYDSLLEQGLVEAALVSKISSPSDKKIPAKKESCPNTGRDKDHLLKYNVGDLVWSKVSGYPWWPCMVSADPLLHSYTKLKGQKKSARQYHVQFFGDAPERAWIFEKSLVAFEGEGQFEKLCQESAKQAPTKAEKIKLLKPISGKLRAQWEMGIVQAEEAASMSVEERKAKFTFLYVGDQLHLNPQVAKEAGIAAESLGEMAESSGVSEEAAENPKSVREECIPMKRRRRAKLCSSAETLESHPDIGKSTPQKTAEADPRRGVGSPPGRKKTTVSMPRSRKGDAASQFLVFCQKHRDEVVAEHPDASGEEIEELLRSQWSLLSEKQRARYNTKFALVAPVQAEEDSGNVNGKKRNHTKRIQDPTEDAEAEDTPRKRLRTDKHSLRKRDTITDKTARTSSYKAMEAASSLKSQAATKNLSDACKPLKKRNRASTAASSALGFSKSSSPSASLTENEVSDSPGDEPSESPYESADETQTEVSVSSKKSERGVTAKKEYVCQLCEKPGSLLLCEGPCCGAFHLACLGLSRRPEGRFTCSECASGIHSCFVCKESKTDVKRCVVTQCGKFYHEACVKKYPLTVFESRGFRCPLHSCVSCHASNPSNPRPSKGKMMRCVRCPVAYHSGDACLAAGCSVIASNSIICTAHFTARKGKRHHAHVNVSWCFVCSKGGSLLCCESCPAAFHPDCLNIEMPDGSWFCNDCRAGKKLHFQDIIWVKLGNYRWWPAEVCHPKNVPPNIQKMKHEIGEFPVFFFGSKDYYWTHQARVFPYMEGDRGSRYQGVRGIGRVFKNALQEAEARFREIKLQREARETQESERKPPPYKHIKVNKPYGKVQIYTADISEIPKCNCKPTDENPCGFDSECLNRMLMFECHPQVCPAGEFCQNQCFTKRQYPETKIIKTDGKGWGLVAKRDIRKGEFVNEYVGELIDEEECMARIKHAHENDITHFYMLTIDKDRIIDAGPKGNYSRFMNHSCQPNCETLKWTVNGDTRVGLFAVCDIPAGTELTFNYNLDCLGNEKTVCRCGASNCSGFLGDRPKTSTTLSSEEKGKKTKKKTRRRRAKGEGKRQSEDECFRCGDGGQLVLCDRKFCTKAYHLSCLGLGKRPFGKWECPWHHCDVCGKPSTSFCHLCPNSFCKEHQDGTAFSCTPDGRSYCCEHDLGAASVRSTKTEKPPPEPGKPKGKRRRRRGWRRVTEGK
Active calls of the source: *; ? = inconclusive. These rows are one share of the data. The share of hits here may be higher or lower than overall.

NSD2 inh,mol
11.2,C[C@H](CO)N1C[C@H](C)[C@@H](CN(C)Cc2ccc(C(F)(F)F)cc2)Oc2ccc(NS(C)(=O)=O)cc2CC1=O
7.2,C[C@H]1CN([C@@H](C)CO)S(=O)(=O)c2ccc(/C=C/c3ccccc3)cc2O[C@H]1CN(C)C
4.6,Cc1cc(C(=O)Nc2cccc3c2O[C@H](CN(C)Cc2ccc(C(=O)Nc4ccccc4N)cc2)[C@@H](C)CN([C@H](C)CO)C3=O)n(C)n1
-8.0,C[C@H](CO)N1C[C@H](C)[C@@H](CN(C)Cc2ccc(C(F)(F)F)cc2)Oc2ccc(NC(=O)Cn3cnnn3)cc2CC1=O
-5.9,C[C@@H]1CN([C@H](C)CO)C(=O)c2cc(N(C)C)ccc2O[C@@H]1CN(C)S(=O)(=O)c1ccccc1
-0.8,COc1ccc(S(=O)(=O)Nc2ccc3c(c2)CC(=O)N([C@H](C)CO)C[C@H](C)[C@@H](CN(C)S(=O)(=O)c2ccccc2)O3)cc1
3.7,O=C(C[C@H]1C=C[C@H](NC(=O)CN2CCOCC2)[C@@H](CO)O1)NC1CCCCC1
0.5,O=C(C[C@H]1CC[C@H](NC(=O)Cc2ccccn2)[C@H](CO)O1)NCCc1ccccc1
-1.4,C[C@H]1CCCCO[C@@H](CN(C)S(=O)(=O)c2cccs2)[C@@H](C)CN([C@@H](C)CO)C(=O)c2cc(N(C)C)ccc2O1
-9.6,Cc1ccc(S(=O)(=O)N(C)C[C@H]2Oc3ccc(NS(=O)(=O)c4ccc(F)cc4)cc3C(=O)N([C@H](C)CO)C[C@H]2C)cc1
10.0,C[C@@H]1CCCCO[C@H](CN(C)Cc2ccc(Cl)c(Cl)c2)[C@@H](C)CN([C@H](C)CO)C(=O)c2cc(NC(=O)Nc3cccc4ccccc34)ccc2O1
-3.7,C[C@H](CO)N1C[C@H](C)[C@@H](CN(C)Cc2ccc(Oc3ccccc3)cc2)Oc2ccc(NC(=O)Nc3ccc(C(F)(F)F)cc3)cc2CC1=O
-1.0,C[C@@H]1CN([C@@H](C)CO)C(=O)c2cccc(NC(=O)CCCCCC(=O)Nc3ccccc3N)c2O[C@@H]1CN(C)S(=O)(=O)c1ccccc1
7.6,CNC[C@H]1Oc2cc(-c3cncnc3)ccc2S(=O)(=O)N([C@@H](C)CO)C[C@@H]1C
0.7,COc1ccc(NC(=O)Nc2ccc3c(c2)C(=O)N([C@H](C)CO)C[C@@H](C)[C@H](CN(C)S(=O)(=O)c2ccc(OC)cc2)OCCCC[C@@H](C)O3)cc1
2.9,O=c1c(O)c(-c2ccccc2)oc2cc(O)ccc12
-2.5,COC(=O)[C@]1(CCC(=O)OC(C)(C)C)N=C(c2ccc(OCCCO)cc2)O[C@@H]1c1ccccc1N=[N+]=[N-]
-2.0,CC(C)NC(=O)N(C)C[C@@H]1Oc2ccc(NS(=O)(=O)c3cn(C)cn3)cc2C(=O)N([C@@H](C)CO)C[C@@H]1C
3.0,C[C@@H]1CN([C@@H](C)CO)C(=O)Cc2cc(NC(=O)NC3CCCCC3)ccc2O[C@@H]1CN(C)Cc1ccc(C(=O)O)cc1
2.8,C[C@H]1CN([C@@H](C)CO)S(=O)(=O)c2ccc(/C=C/c3ccccc3)cc2O[C@H]1CN(C)Cc1ccccc1
2.4,C[C@@H]1CN([C@H](C)CO)C(=O)c2cc(NC(=O)CCCCCC(=O)Nc3ccccc3N)ccc2O[C@H]1CN(C)S(=O)(=O)c1cccs1
2.5,C[C@@H]1CN([C@@H](C)CO)C(=O)c2cccc(NS(=O)(=O)c3ccc(F)cc3)c2O[C@H]1CN(C)C
-8.3,COC(=O)CCCCCCC(=O)N/N=C/c1cc(Cl)cc(Cl)c1O
1.6,C[C@@H]1CN([C@H](C)CO)C(=O)c2cc(C#CC3CC3)cnc2O[C@@H]1CN(C)S(C)(=O)=O
-0.9,C[C@@H]1CN([C@@H](C)CO)S(=O)(=O)c2ccc(C#CC3CC3)cc2O[C@H]1CN(C)CC1CCOCC1
-4.4,C[C@@H]1CCCCO[C@@H](CN(C)Cc2ccc3c(c2)OCO3)[C@@H](C)CN([C@H](C)CO)C(=O)c2cc(NC(=O)c3ccncc3)ccc2O1
5.7,C[C@@H]1CCCCO[C@H](CN(C)S(=O)(=O)c2ccc(Cl)cc2)[C@H](C)CN([C@H](C)CO)C(=O)c2cc(NC(=O)NC3CCCCC3)ccc2O1
-1.9,CC(C)C#Cc1cnc2c(c1)C(=O)N([C@@H](C)CO)C[C@H](C)[C@H](CN(C)C(=O)c1cccc(F)c1)O2
-7.0,C/C=C/c1ccc2c(c1)O[C@@H](CN(C)Cc1ccccc1F)[C@H](C)CN([C@H](C)CO)S2(=O)=O
1.7,C[C@@H]1CCCCO[C@H](CN(C)Cc2ccncc2)[C@H](C)CN([C@H](C)CO)C(=O)c2cc(NS(=O)(=O)c3cccs3)ccc2O1
-2.8,CCCNC(=O)N(C)C[C@@H]1Oc2cc(C#Cc3cccc(F)c3)ccc2S(=O)(=O)N([C@@H](C)CO)C[C@@H]1C
36.0,COc1c(OC2OC(CO)C(O)C(O)C2O)cc(O)c2c1OC(c1ccccc1)CC2=O (stereo not drawn)
-0.2,COc1ccc(S(=O)(=O)Nc2ccc3c(c2)C(=O)N([C@H](C)CO)C[C@@H](C)[C@@H](CN(C)C(=O)NC(C)C)O3)cc1
9.2,C[C@@H]1CN([C@@H](C)CO)C(=O)c2cccc(NS(=O)(=O)c3cccs3)c2O[C@H]1CN(C)C(=O)Nc1cccc2ccccc12
3.8,CC(C)CC#Cc1cnc2c(c1)C(=O)N([C@H](C)CO)C[C@H](C)[C@@H](CN(C)C(=O)c1ccc3c(c1)OCO3)O2
-1.4,C[C@@H]1CCCCO[C@H](CN(C)C(=O)c2ccncc2)[C@@H](C)CN([C@H](C)CO)C(=O)c2cc(NS(=O)(=O)c3ccc(F)cc3)ccc2O1
1.7,O=C(N[C@@H]1CC[C@H](CC(=O)N2CCOCC2)O[C@@H]1CO)c1ccccn1
21.2,C[C@@H]1CN([C@@H](C)CO)C(=O)c2cc(NS(=O)(=O)c3ccccc3)ccc2O[C@@H](C)CCCCO[C@H]1CN(C)C(=O)c1ccncc1
-3.2,C[C@@H]1CN([C@@H](C)CO)C(=O)c2cc(C#CCN(C)C)cnc2O[C@H]1CN(C)C(=O)NC1CCCC1
-1.8,C[C@H]1CCCCO[C@H](CN(C)C)[C@@H](C)CN([C@@H](C)CO)C(=O)c2cc(NS(=O)(=O)c3ccc(F)cc3)ccc2O1
0.7,Cc1noc(C)c1NC(=O)N(C)C[C@@H]1Oc2ccc(NS(=O)(=O)c3c(C)noc3C)cc2CC(=O)N([C@H](C)CO)C[C@H]1C
5.1,C[C@@H]1CN([C@@H](C)CO)C(=O)Cc2cc(NS(C)(=O)=O)ccc2O[C@@H]1CN(C)CC1CC1
0.7,C[C@@H]1CCCCO[C@H](CN(C)C(=O)Nc2cccc3ccccc23)[C@@H](C)CN([C@H](C)CO)C(=O)c2cc(NC(=O)CCC(F)(F)F)ccc2O1
-3.1,O=C(C[C@@H]1C[C@@H]2c3cc(NC(=O)C4CCOCC4)ccc3O[C@@H]2[C@@H](CO)O1)NCc1ccc(Cl)cc1
-2.7,C[C@@H]1CCCCO[C@H](CN(C)C)[C@@H](C)CN([C@H](C)CO)C(=O)c2cc(NC(=O)c3ccncc3)ccc2O1
1.7,C[C@H](CO)N1C[C@H](C)[C@H](CN(C)S(=O)(=O)c2cccs2)Oc2ccc(NC(=O)Cn3cnnn3)cc2CC1=O
2.9,CNC[C@H]1OCCCC[C@H](C)Oc2ccc(NS(=O)(=O)c3c(C)noc3C)cc2C(=O)N([C@@H](C)CO)C[C@H]1C
1.5,C[C@H]1CN([C@@H](C)CO)C(=O)c2cc(NC(=O)CCN3CCOCC3)ccc2O[C@H]1CN(C)C(=O)Nc1ccc(C(F)(F)F)cc1
-0.4,CNC[C@@H]1Oc2ccc(NS(=O)(=O)c3ccccc3)cc2C(=O)N([C@@H](C)CO)C[C@H]1C
-3.0,C[C@H]1CN([C@@H](C)CO)C(=O)c2cc(C#CC3CCCCC3)cnc2O[C@@H]1CN(C)C(=O)C1CCCCC1

Reprinted from the part before: two compounds, then new ones.
NSD2 inh,mol
-0.4,CNC[C@@H]1Oc2ccc(NS(=O)(=O)c3ccccc3)cc2C(=O)N([C@@H](C)CO)C[C@H]1C
-3.0,C[C@H]1CN([C@@H](C)CO)C(=O)c2cc(C#CC3CCCCC3)cnc2O[C@@H]1CN(C)C(=O)C1CCCCC1
-4.2,Cc1noc(C)c1NC(=O)Nc1ccc2c(c1)CC(=O)N([C@H](C)CO)C[C@@H](C)[C@H](CN(C)C(=O)Nc1ccc3c(c1)OCO3)O2
8.6,C[C@H]1CN([C@@H](C)CO)C(=O)c2cccc(NC(=O)C3CC3)c2O[C@H]1CN(C)C(=O)Nc1ccc(F)cc1
22.9,C[C@@H]1CN([C@@H](C)CO)C(=O)c2cccc(NC(=O)C3CC3)c2O[C@@H]1CN(C)C(=O)Nc1ccccc1
1.6,C[C@@H]1CN([C@@H](C)CO)C(=O)Cc2cc(NC(=O)c3ccncc3)ccc2O[C@@H]1CN(C)C(=O)Nc1ccc(F)cc1
-5.8,C[C@@H]1CN([C@@H](C)CO)C(=O)c2cccc(NC(=O)Nc3ccc(C(F)(F)F)cc3)c2O[C@H]1CN(C)S(=O)(=O)c1cccs1
2.2,C[C@@H]1CN([C@@H](C)CO)C(=O)c2cc(NS(=O)(=O)c3cn(C)cn3)ccc2O[C@@H](C)CCCCO[C@@H]1CN(C)C(=O)Nc1ccccc1
2.8,Cc1ccccc1/C=N/NC(=O)CCCCCCC(=O)Nc1ccccc1O
0.4,N#Cc1ccc(/C=C/C(=O)NCc2ccccc2)cc1
11.7,C[C@@H]1CCCCO[C@@H](CN(C)C(=O)C2CCCCC2)[C@H](C)CN([C@H](C)CO)C(=O)c2cc(NC(=O)c3ccccc3)ccc2O1
-0.4,Cc1cc2c(cc1C)C(=O)C(c1ccccc1)=C(NCc1ccccc1)C2=O
-2.2,CNC[C@H]1Oc2ccc(NC(=O)CCN3CCOCC3)cc2C(=O)N([C@@H](C)CO)C[C@H]1C
-8.2,Cc1nn(C(=O)c2ccc(Cl)cc2)c(C)c1Sc1nnc(C(F)(F)F)n1C
-0.9,O=C1C(Oc2ccccc2)C(c2ccc3c(c2)OCO3)N1C1CCCC1 (stereo not drawn)
-1.9,Cc1noc(C)c1NC(=O)N(C)C[C@H]1OCCCC[C@@H](C)Oc2ccc(NS(=O)(=O)c3cccs3)cc2C(=O)N([C@H](C)CO)C[C@@H]1C
4.5,O=C(C[C@@H]1C[C@H]2c3cc(NC(=O)C4CCOCC4)ccc3O[C@H]2[C@H](CO)O1)NCc1ccc(Cl)cc1
5.4,C[C@H](CO)N1C[C@H](C)[C@H](CN(C)C(=O)c2ccncc2)OCCCC[C@H](C)Oc2ccc(NC(=O)CCC(F)(F)F)cc2C1=O
-3.6,C[C@@H]1CN([C@@H](C)CO)S(=O)(=O)c2ccc(C3=CCCCC3)cc2O[C@@H]1CN(C)C(=O)C1CCOCC1
?,COc1ccc(S(=O)(=O)N(C)C[C@@H]2Oc3cc(C4=CCCC4)ccc3S(=O)(=O)N([C@@H](C)CO)C[C@H]2C)cc1
7.9,COc1ccc(C#Cc2ccc3c(c2)O[C@H](CN(C)S(=O)(=O)c2ccccc2F)[C@@H](C)CN([C@H](C)CO)S3(=O)=O)cc1
19.5,CC(C)NC(=O)N(C)C[C@H]1OCCCC[C@H](C)Oc2ccc(NS(=O)(=O)c3ccc(F)cc3)cc2C(=O)N([C@H](C)CO)C[C@H]1C
-1.3,C[C@@H]1CN([C@@H](C)CO)C(=O)Cc2cc(NS(=O)(=O)c3cn(C)cn3)ccc2O[C@H]1CN(C)C(=O)Nc1ccc(C(F)(F)F)cc1
7.3,C[C@H](CO)N1C[C@H](C)[C@@H](CN(C)C(=O)Nc2ccc(C(F)(F)F)cc2)Oc2ccc(NC(=O)Cc3cn(C)c4ccccc34)cc2C1=O
3.3,CCCNC(=O)C[C@@H]1C[C@H]2c3cc(NC(=O)Cc4ccncc4)ccc3O[C@H]2[C@H](CO)O1
-5.7,C[C@@H]1CN([C@@H](C)CO)C(=O)Cc2cc(NC(=O)Nc3ccccc3)ccc2O[C@@H]1CN(C)Cc1ccc(C(F)(F)F)cc1
2.4,Cc1ccc(S(=O)(=O)N(C)C[C@H]2Oc3ccc(NC(=O)NC(C)C)cc3CC(=O)N([C@H](C)CO)C[C@@H]2C)cc1
3.8,C[C@@H]1CN([C@H](C)CO)C(=O)c2cc(C#CCN(C)C)cnc2O[C@H]1CN(C)Cc1ccccc1F
-1.1,C[C@@H]1CN([C@H](C)CO)C(=O)c2cc(NC(=O)c3ccccc3)ccc2O[C@@H](C)CCCCO[C@H]1CN(C)C(=O)Nc1ccc(C(F)(F)F)cc1
-8.9,Cc1ccccc1-c1cnc2c(c1)C(=O)N([C@@H](C)CO)C[C@@H](C)[C@H](CN(C)C(=O)c1ccccc1)O2

5 compounds picked at random from those above:
NSD2 inh,mol
7.9,COc1ccc(C#Cc2ccc3c(c2)O[C@H](CN(C)S(=O)(=O)c2ccccc2F)[C@@H](C)CN([C@H](C)CO)S3(=O)=O)cc1
2.4,Cc1ccc(S(=O)(=O)N(C)C[C@H]2Oc3ccc(NC(=O)NC(C)C)cc3CC(=O)N([C@H](C)CO)C[C@@H]2C)cc1
8.6,C[C@H]1CN([C@@H](C)CO)C(=O)c2cccc(NC(=O)C3CC3)c2O[C@H]1CN(C)C(=O)Nc1ccc(F)cc1
-1.1,C[C@@H]1CN([C@H](C)CO)C(=O)c2cc(NC(=O)c3ccccc3)ccc2O[C@@H](C)CCCCO[C@H]1CN(C)C(=O)Nc1ccc(C(F)(F)F)cc1
3.3,CCCNC(=O)C[C@@H]1C[C@H]2c3cc(NC(=O)Cc4ccncc4)ccc3O[C@H]2[C@H](CO)O1

An excerpt of these results, with each value named:
C[C@@H]1CN([C@@H](C)CO)C(=O)c2cccc(NS(=O)(=O)c3cccs3)c2O[C@H]1CN(C)C(=O)Nc1cccc2ccccc12
- NSD2 inh: 9.2

C[C@@H]1CN([C@@H](C)CO)C(=O)Cc2cc(NS(C)(=O)=O)ccc2O[C@@H]1CN(C)CC1CC1
- NSD2 inh: 5.1
